Bioassay records as filed in PubChem.
IMPase Li cell = membrane-permeable IMPase blocker, potentiated with lithium; CHO-M1 cells, IP1 TR-FRET (IP-One), carbachol + lithium; Potency, µM (top dose mostly 59.4 µM), without a hit: top-dose activity, negative = IMPase inhibition, actives largely listed as inhibitors; actives 0.35% (n = 210,000);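 further: IP1 builds up when IMPase is blocked and the TR-FRET signal falls; potency means the concentration at half of the fitted maximal effect; plate controls were basal vehicle for no effect and high inhibitor control for full effect; nearly all actives have a fitted effect of over 50% in size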
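CHO cells stably expressing M1 receptor (2000/well) were cultured 16–30 h, then exposed to compounds with a small lithium addition for 30 min at 37C. IP1 was measured by TR-FRET competition; AC50 from Hill fits.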
HttQ103 aggreg = inhibitors of mutant huntingtin aggregate formation in PC12 cells | PC12 HttQ103-GFP aggregates, Acumen cytometry, 40 h | Potency, µM (highest dose often 46.1 µM), for the others: at the highest dose activity change, negative = inhibition, hits mostly inhibitors | actives 1.1% (n = 220,000) | AID 1688; further: potency means the concentration at half of the fitted maximal effect; on the % scale 0 is the no-effect control and ±100 the full control effect; nearly all actives have a fitted effect of over 60% in size
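Huntingtin Q103 exon 1–GFP aggregates in induced PC12 cells (100 nM tebufenozide) were quantified by cytometry from lysates, with compounds dosed in titration.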
Epigenetic derep = regulators of epigenetic silencing causing reporter derepression in mouse cells; murine LDR cells, GFP reporter derepression, 30 h; Potency, µM (doses to about 53.9 µM), without a hit: at the top dose GFP activation, hits mostly activators; actives 0.2% (n = 280,000); further: potency means the concentration at half of the fitted maximal effect; % of control where 0% means no effect; nearly all actives have a fitted effect of over 60% in size
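Derepression of a silenced CMV-GFP reporter in murine LDR cells is scored by enumerating GFP-positive cells with a laser-scanning microplate cytometer after 30 hours of treatment at 37 C.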
Lamin A splicing = modulators of lamin A splicing | HeLa LMNA splicing GFP/RFP minigene ratio, 48 h | Potency, µM (titrated, usually from 46.1 µM), for the others: top-dose ratio change, negative = inhibition, actives largely listed as inhibitors | actives 0.01% (n = 200,000) | AID 1487; active means well fitted inhibition curve with a large enough effect in the signal ratio, with a control signal flat, not every such curve was filed as active; inconclusive means small, poorly fitted or top-dose-only effect, or effect the other way, or a change in a side signal; the % refers to the signal ratio; further: potency means the concentration at half of the fitted maximal effect; on the % scale 0 is the no-effect control and ±100 the full control effect
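S3 HeLa stable clones carrying a lamin A-EGFP splicing minigene plus DsRed2 were seeded at 600 cells/well in Opti-MEM with 2% FBS, pin-dosed and incubated 48 h at 37°C. Acumen cytometry (488 nm) gave the GFP/RFP total-intensity ratio.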
Luc counter = Kinase-Glo luciferase inhibition (counter-screen); Potency, µM (highest dose often 38.3 µM), without a hit: top-dose activity change, negative = inhibition, actives largely listed as inhibitors; Kinase-Glo luciferase, ATP luminescence, 8 min; Q27757; AID 1379; actives 0.28% (n = 200,000); further: potency means the concentration at half of the fitted maximal effect; on the % scale 0 is the no-effect control and ±100 the full control effect; nearly all actives have a fitted effect of over 60% in size
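Compound is pinned into ATP-containing buffer (10 uM ATP, imidazole pH 7.2, 7 mM MgCl2). Kinase-Glo luciferase reagent is then added. Light output is recorded following an 8-min room-temperature incubation.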
CBFb RUNX1 block = blocks binding between human CBF-beta and RUNX1; 230,000 tested, under 10 active; AlphaScreen CBFb-His/RUNX1-biotin binding, biochemical; Potency, µM (top dose mostly 59.8 µM), without a hit: at the top dose activity, negative = inhibition, actives largely listed as inhibitors; Q01196+Q13951; AID 1477; further: % of control where 0% means no effect
Target sequence (Q01196 whole entry, looked up): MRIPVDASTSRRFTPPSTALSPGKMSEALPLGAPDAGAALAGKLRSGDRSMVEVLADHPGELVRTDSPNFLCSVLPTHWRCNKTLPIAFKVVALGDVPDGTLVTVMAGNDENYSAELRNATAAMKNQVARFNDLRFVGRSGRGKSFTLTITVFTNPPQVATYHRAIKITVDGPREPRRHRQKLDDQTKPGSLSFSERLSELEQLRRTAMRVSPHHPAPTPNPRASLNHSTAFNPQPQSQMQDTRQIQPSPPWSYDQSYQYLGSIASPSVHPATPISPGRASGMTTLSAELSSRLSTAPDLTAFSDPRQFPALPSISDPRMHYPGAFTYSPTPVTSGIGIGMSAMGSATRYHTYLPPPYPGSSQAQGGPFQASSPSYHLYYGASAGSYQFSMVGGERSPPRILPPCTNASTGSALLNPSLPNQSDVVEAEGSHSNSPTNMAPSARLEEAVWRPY
Target sequence (Q13951 whole entry, looked up): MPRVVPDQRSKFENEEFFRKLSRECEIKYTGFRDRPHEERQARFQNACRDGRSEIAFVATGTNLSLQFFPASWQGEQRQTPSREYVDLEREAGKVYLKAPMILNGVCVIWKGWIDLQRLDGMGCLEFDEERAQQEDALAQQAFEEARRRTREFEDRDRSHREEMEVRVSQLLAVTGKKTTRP
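AlphaScreen proximity signal reports loss of binding between His-tagged CBF-beta and biotin-labelled RUNX1, each at 30 nM. Proteins are pre-associated for 20 minutes, compounds added for 15 minutes, then beads for 90 minutes, all at ambient temperature.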
NPSR antag = antagonists of human neuropeptide S receptor cAMP signaling | Q6W5P4 | CHO-NPSR cells, cAMP TR-FRET, antagonist mode | Potency, µM (highest dose often 38.3 µM), for inactives: at the top dose activity change, negative = inhibition, hits mostly inhibitors | actives 1% (n = 220,000) | AID 1461; further: potency means the concentration at half of the fitted maximal effect; on the % scale 0 is the no-effect control and ±100 the full control effect; nearly all actives have a fitted effect of over 50% in size; many of its hits are not listed in these tables
Target sequence (Q6W5P4 whole entry, looked up): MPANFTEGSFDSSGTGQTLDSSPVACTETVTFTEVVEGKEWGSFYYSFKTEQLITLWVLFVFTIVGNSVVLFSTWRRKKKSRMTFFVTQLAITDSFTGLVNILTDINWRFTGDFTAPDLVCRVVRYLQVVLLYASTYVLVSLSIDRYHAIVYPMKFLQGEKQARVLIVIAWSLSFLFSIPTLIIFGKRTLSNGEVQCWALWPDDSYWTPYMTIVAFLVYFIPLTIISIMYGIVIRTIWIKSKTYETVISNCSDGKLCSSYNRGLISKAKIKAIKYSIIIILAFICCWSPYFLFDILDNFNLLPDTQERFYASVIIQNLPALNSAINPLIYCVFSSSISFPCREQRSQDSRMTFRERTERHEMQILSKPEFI
* hit, by the source's call; ? = inconclusive; / = no result given; [ ] = dose if it differs, or a comment. Unless noted, the call rests on the fitted dose curve; in most records, active means well fitted curve in the direction sought with a large enough effect; inconclusive means small, poorly fitted or top-dose-only effect, or another doubt; inactive means no such curve, though single readings can be large; an effect the other way counts as inactive or inconclusive. Not all compounds are listed, so the mix of outcomes need not match the whole.

Below each compound – IMPase Li cell	HttQ103 aggreg	Epigenetic derep	Lamin A splicing	Luc counter	CBFb RUNX1 block	NPSR antag
Cn1c(C(=O)N2CCCC(C(=O)NCCN3CCOCC3)C2)cc2sccc21 (configuration not stated)
→ -0.2%[38.3 µM]	7.1%	0.4%	-0.9%	-4.1%	-4.8%	7.5%[46.1 µM]
OC(COCC(F)(F)C(F)(F)C(F)(F)C(F)F)Cn1c2ccc(Cl)cc2c2cc(Cl)ccc21 (configuration not stated)
→ 12.9%	?	18.8%	?	2.5%	14.5%	?
O=C1C(Cl)=C(Nc2ccc3cn[nH]c3c2)C(=O)c2ccccc21
→ /	3.98µM*	-0.2%	/	/	?	6.31µM*
COC(=O)C1=C2SC(C)C(=O)N2C(N)=C(C#N)C1c1cc(OC)c(OC)c(OC)c1 (configuration not stated)
→ 17.9%[38.3 µM]	6.1%	-0.8%	2.2%	-2.3%	-6.4%	-8.4%[46.1 µM]
CN1C(CC(=O)Nc2ccc(Br)cc2)c2ccccc2CC1(C)C (configuration not stated)
→ -6.5%	-9.4%[9.22 µM]	-3.9%	/	1.5%	4.3%	52.0%
CC1CC(C)CN(CC(=O)N2c3ccccc3CCc3ccccc32)C1 (configuration not stated)
→ 29.8%[38.3 µM]	-0.4%	0.0%	-1.1%	0.3%	-0.7%	-13.7%[46.1 µM]
CCOC(=O)Cc1csc(NC(=O)c2cc(OC)cc(OC)c2)n1
→ 3.7%	9.6%	0.8%	-1.5%	1.1%	-0.5%	6.1%[46.1 µM]
Cc1ccccc1NC(=O)C1CC(=O)N(Cc2ccccc2)C1 (configuration not stated)
→ -10.5%	5.6%	0.4%	/	0.4%	10.4%	1.2%
O=C(NC1CCC(O)CC1)c1ccc(S(=O)(=O)NCc2ccco2)cc1 (configuration not stated)
→ 25.5%[38.3 µM]	3.3%	-3.0%	7.4%	-4.8%	-1.9%	-2.0%[46.1 µM]
CCN(CC)c1ccc(/C=N/NC(=O)c2cccc(S(=O)(=O)Nc3ccccc3OC)c2)c(O)c1
→ -16.9%	?	0.0%	?	1.3%	-20.4%	-17.4%
CCOC(=O)C1=C(C)NC(=O)NC1c1ccc(-c2ccccc2F)o1 (configuration not stated)
→ 3.1%	-10.9%	-0.9%	?	-0.2%	-2.9%	-15.6%
CC1(C)CC2CC(C)(CN2CC(O)COc2ccccc2)C1 (configuration not stated)
→ -8.3%	2.4%	0.0%	13.2%[46 µM]	0.1%	2.0%	5.6%
Cc1ccc(Cn2ncc3c(N4CCN(C5CCCC5)CC4)ncnc32)cc1
→ 22.8%	-1.6%[9.22 µM]	0.0%	3.5%[46 µM]	-4.1%	3.7%	23.6%
O=C(Cn1c2ccc(F)cc2c2nc3n(c(=O)c21)CCS3)Nc1ccccc1C(F)(F)F
→ 1.6%	25.6%	7.9%	-6.1%[9.22 µM]	0.9%	-10.3%	3.3%
Cc1cc(=O)[nH]c(N/N=C/c2sccc2C)n1
→ -1.2%	-10.1%	-0.9%	-14.0%	11.2µM*	-2.1%	-7.6%
Cc1cc(C)c(O)c(-c2cc(C(=O)Nc3ccc(S(=O)(=O)N4CCOCC4)cc3)[nH]n2)c1
→ 54.8%[activator][38.3 µM]	20µM*	2.5%	?	-1.2%	-2.5%	12.6µM*
COC(=O)N1C2=C(c3ccccc3[C@@H]1CC(=O)Nc1ccc(Br)cc1)[C@@H]1C(=O)N(c3ccccc3)C(=O)[C@@H]1[C@H](C)C2
→ 34.0%[activator]	/	/	-13.3%[9.22 µM]	-4.1%[7.66 µM]	-0.9%[13.1 µM]	/
CCC(=O)NC(=S)Nc1ccc(NC(=O)c2cccc([N+](=O)[O-])c2C)cc1
→ -12.9%	10.6%	-1.1%	-18.6%	2.4%	-8.3%	3.2%
CC(C)CC(c1nnnn1CCc1ccccc1)N1CCN(C(=O)c2ccco2)CC1 (configuration not stated)
→ -4.0%[38.3 µM]	10.3%	0.7%	-0.1%	-5.6%	-1.9%	-18.3%[46.1 µM]
COC(=O)[C@@]1(Cc2ccc(OC)cc2)[C@H]2c3cc(C(=O)N(C)C)n(C)c3C[C@H]2CN1C(=O)c1ccccc1
→ -1.6%	/	1.6%	/	-3.3%	24.1%	/

Among those listed so far, these have bromine:
Below each compound – IMPase Li cell	HttQ103 aggreg	Epigenetic derep	Lamin A splicing	Luc counter	CBFb RUNX1 block	NPSR antag
CN1C(CC(=O)Nc2ccc(Br)cc2)c2ccccc2CC1(C)C (configuration not stated)
→ -6.5%	-9.4%[9.22 µM]	-3.9%	/	1.5%	4.3%	52.0%
COC(=O)N1C2=C(c3ccccc3[C@@H]1CC(=O)Nc1ccc(Br)cc1)[C@@H]1C(=O)N(c3ccccc3)C(=O)[C@@H]1[C@H](C)C2
→ 34.0%[activator]	/	/	-13.3%[9.22 µM]	-4.1%[7.66 µM]	-0.9%[13.1 µM]	/

The listing continues:
Below each compound – IMPase Li cell	HttQ103 aggreg	Epigenetic derep	Lamin A splicing	Luc counter	CBFb RUNX1 block	NPSR antag
CC(C)C(NC(=O)c1ccc(Cl)cc1)C(=O)O (configuration not stated)
→ 15.8%[38.3 µM]	-4.4%	-5.0%	15.7%	-0.9%	2.1%	-12.3%[46.1 µM]
Cc1cc(N/C=C2\CCCCC2=O)no1
→ 13.5%[38.3 µM]	-5.8%	-1.0%	7.6%	-6.0%	-1.2%	-4.8%[46.1 µM]
CCCn1nnc(NC(=O)COc2ccc(C3CCCCC3)cc2)n1
→ 11.1%[38.3 µM]	10.9%	9.5%	?	7.3%	10.1%	-25.4%[46.1 µM]
CC(CCc1ccccc1)NC(=O)c1ccncc1 (configuration not stated)
→ 19.4%[38.3 µM]	-31.1%	1.1%	-3.3%	3.8%	6.1%	-6.2%[46.1 µM]
COCCN1Cc2c(sc(C)c2C)N(C(=O)c2ccccc2)C1
→ 11.1%[38.3 µM]	-8.5%	-1.0%	-3.3%	-4.5%	3.6%	-12.3%[46.1 µM]
Cc1ccc(NC(=O)CSc2nccn2C)cc1S(=O)(=O)N1CCOCC1
→ -3.8%	-2.0%	-3.0%	1.0%	-1.3%	9.8%	10.3%
NS(=O)(=O)c1ccc(CCNC(=O)CN2CCCCCC2)cc1
→ 5.5%	?	-0.9%	14.4%[46 µM]	-4.5%	-16.7%	6.3%
Nc1cc(Cl)ccc1N1CCCCC1
→ 9.2%	8.0%[9.22 µM]	2.5%	39.6%[46 µM]	-2.2%	3.5%	5.0%
O=C(CCC(=O)c1ccc(F)cc1)OC1CCOC1=O (configuration not stated)
→ -9.4%[38.3 µM]	-9.8%	-0.7%	4.0%	-0.8%	2.8%	-10.4%[46.1 µM]
COc1cccc(/C=N/NC(N)=S)c1OS(=O)(=O)c1ccccc1
→ 7.9%	?	-1.2%	-4.3%	7.7%	6.9%	-18.8%[46.1 µM]
C=C1C(=O)OC2C[C@@]3(C)CCCC(C)C3=CC12 (some centres not stated)
→ 9.9%	/	-2.0%	?	-0.1%	/	/
CCOC(=O)Cc1csc(NC(=O)CC(C)(C)CC(=O)O)n1
→ /	3.4%[9.22 µM]	5.6%	/	/	0.6%	3.5%
O=C(CSc1nc(-c2ccccc2F)nc2nc[nH]c12)Nc1c(Cl)cc(Cl)cc1Cl
→ ?	-8.4%	1.0%	0.2%	-1.6%	6.2%	5.01µM*
N#Cc1cccc(NC(=O)CSc2nnc(-c3n[nH]c4ccccc34)o2)c1
→ 10.5%	-7.8%	-0.8%	/	1.6%	1.9%	-1.5%
CCCS(=O)(=O)N1CCN(c2cc3c(cc2[N+](=O)[O-])n(C)c(=O)n3C)CC1
→ 2.9%	-21.1%	-0.4%	/	/	3.2%	-11.0%
CC1CCC(n2c(=S)[nH]c3ccccc3c2=O)CC1 (configuration not stated)
→ -19.6%[38.3 µM]	-11.8%	3.3%	4.4%	1.9%	-6.3%	-6.0%[46.1 µM]
COc1cc2c(cc1O)[C@@H]1Cc3cc(O)c(OC)cc3[C@H](C2)N1C
→ /	-14.4%[9.22 µM]	4.8%	/	/	1.5%	17.9%
Cc1cc(C(=O)OCC(=O)c2ccc(Br)s2)c(C)o1
→ -17.7%[38.3 µM]	7.2%	3.0%	7.3%	-1.2%	-2.7%	6.9%[46.1 µM]
O=C(Nc1cnccn1)Nc1cccc(Cl)c1Cl
→ -14.3%	-16.1%	-2.3%	/	2.0%	-8.5%	-4.9%
CCCc1cc(-c2n[nH]c(=S)n2CC(C)C)cs1
→ -4.0%	9.1%	-0.9%	?	-6.6%	0.6%	-12.5%

Below each compound – IMPase Li cell	HttQ103 aggreg	Epigenetic derep	Lamin A splicing	Luc counter	CBFb RUNX1 block	NPSR antag
O=[N+]([O-])c1cc(-c2nnc(Nc3ccccc3)c3ccccc23)ccc1N1CCOCC1
→ 3.5%	26.5%	0.0%	?	-1.5%	-7.2%	-5.4%
CCn1nc(C)c(NC(=O)CCSc2nc(-c3ccco3)cc(C(F)(F)F)n2)c1C
→ -8.6%[38.3 µM]	4.8%	-1.0%	-7.0%	-1.4%	-0.1%	1.6%[46.1 µM]
CCOC(=O)N1CCN(C(=O)CCS(=O)(=O)c2ccc(Br)s2)CC1
→ -12.5%[38.3 µM]	5.8%	-0.9%	8.5%	-3.8%	4.1%	0.2%[46.1 µM]
CCc1cc2c(=O)n(Cc3ccco3)c(SCC(=O)N(C)C3CCS(=O)(=O)C3)nc2s1 (configuration not stated)
→ 25.4%	2.9%	-2.8%	3.3%[46 µM]	-0.7%	-13.1%	-21.2%
C/C(=N\NC(=O)c1ccco1)c1ccc(NC(=O)c2cccs2)cc1
→ 4.0%	-4.7%	0.5%	6.0%	-3.3%	3.1%	7.7%
CC(C)Oc1ccc(/C=C(\NC(=O)/C=C/c2ccco2)C(=O)NCCc2nc3ccccc3[nH]2)cc1
→ -5.3%	12.2%	5.8%	-23.8%	1.9%	-1.1%	14.2%
Nc1c(C(=O)N2CCOCC2)sc2nc3c(cc12)CCC3
→ 2.9%	0.8%[9.22 µM]	1.0%	19.4%[46 µM]	11.2µM*	3.6%	-16.4%
CCOc1ccc(NC(=O)CC2SC(N)=NC2=O)c([N+](=O)[O-])c1 (configuration not stated)
→ -0.7%	4.1%	0.0%	/	-1.7%	0.7%	4.5%
CCCCC(=O)Nc1cccc(-c2cn3ccccc3n2)c1
→ /	18.5%	0.2%	?	/	-2.9%	-2.0%[46.1 µM]
